# High-throughput results deposited in PubChem BioAssay by National Center for Advancing Translational Sciences (NCATS).
# PGK inhibitor: blocks T. brucei phosphoglycerate kinase; AID 602233; Potency, µM (series often up to 57.5 µM), for the others: top-dose activity change, negative = inhibition, usual class: inhibitors; P07378; 380,000 compounds, 0.043% hits; PGK/GAPDH coupled, Kinase-Glo luminescence, 60 min; note: potency is the fitted concentration of half-maximal effect; % is set by controls: 0 for no effect and ±100 for the full control effect; nearly all actives have a fitted effect of over 60% in size
# Target sequence (P07378 whole entry, looked up): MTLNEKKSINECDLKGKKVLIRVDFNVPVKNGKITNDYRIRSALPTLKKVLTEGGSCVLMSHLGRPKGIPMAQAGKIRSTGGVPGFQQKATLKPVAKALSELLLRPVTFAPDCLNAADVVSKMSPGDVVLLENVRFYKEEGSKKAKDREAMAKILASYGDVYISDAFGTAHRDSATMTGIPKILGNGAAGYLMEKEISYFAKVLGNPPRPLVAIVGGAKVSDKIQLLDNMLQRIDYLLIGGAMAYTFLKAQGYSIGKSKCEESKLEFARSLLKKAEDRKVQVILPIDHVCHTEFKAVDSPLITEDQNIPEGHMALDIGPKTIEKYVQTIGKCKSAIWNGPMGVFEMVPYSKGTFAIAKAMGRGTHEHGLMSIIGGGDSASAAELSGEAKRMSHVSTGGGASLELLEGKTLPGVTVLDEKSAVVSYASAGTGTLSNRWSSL
#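 Recombinant glycosomal PGK reaction used 1,3-bisphosphoglycerate generated in-well by GAPDH (100nM final) in 100mM TEA pH 7.6, 5mM MgCl2, 0.01% Tween-20. After 60 minutes at room temperature, ATP was read by Kinase-Glo Plus luminescence end-point.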
# PI4K2A inh: PI4K2A (human) kinase inhibition; Q9BTU6; purified PI4K2A, ADP-Glo luminescence, 1 h; stronger effect = lower value; activity change, negative = inhibition, % at 76.9 µM; 420,000 compounds, 0.13% hits; in the data active = activity change below about -50%; inconclusive = mostly about -30% to -49%;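 note: -100% = wells without enzyme as full effect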
# Target sequence (Q9BTU6 whole entry, looked up): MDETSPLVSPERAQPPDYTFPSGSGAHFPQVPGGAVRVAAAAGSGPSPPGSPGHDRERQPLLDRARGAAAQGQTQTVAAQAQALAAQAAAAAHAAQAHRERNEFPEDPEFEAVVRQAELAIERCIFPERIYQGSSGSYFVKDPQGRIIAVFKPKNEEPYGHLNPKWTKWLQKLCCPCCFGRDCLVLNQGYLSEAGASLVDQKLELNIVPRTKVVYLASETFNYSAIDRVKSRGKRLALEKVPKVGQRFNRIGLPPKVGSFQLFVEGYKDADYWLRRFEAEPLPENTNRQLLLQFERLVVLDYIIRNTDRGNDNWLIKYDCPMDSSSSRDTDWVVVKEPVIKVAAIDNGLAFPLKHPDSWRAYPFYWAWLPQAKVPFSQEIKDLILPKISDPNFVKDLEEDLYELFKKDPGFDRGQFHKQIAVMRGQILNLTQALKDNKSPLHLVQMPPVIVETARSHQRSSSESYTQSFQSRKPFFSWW
#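 ADP-Glo luminescence measured ADP generated by PI4K2A enzyme (4 ug/mL before mixing) with 1.2 mM PI substrate (pre-mix) and 300 microM ATP (pre-mix). Tris pH7.5 buffer with MgCl2, Triton X-100; 1 h reaction at ambient temperature.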
# Pin1 inh: inhibitors of human Pin1; Pin1 FP peptide displacement, HiFluor488, 10 min; 390,000 compounds, 0.009% hits; Q13526; Potency, µM (highest dose often 115 µM), inactives show at the top dose activity, negative = inhibition, hits mostly inhibitors; active = well fitted inhibition curve with a large enough effect in the polarisation, with a control signal flat, not every such curve was filed as active; inconclusive = small, poorly fitted or top-dose-only effect, or effect the other way, or a change in a side signal; inactive = no such curve, though single readings can be large or run the other way; the % refers to the polarisation; note: potency is the fitted concentration of half-maximal effect; % is set by controls: 0 for no effect and ±100 for the full control effect
# Target sequence (Q13526 whole entry, looked up): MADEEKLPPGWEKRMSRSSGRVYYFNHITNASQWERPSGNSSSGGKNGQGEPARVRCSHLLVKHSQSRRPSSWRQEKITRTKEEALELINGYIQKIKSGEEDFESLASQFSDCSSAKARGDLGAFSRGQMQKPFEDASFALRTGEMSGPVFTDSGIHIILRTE
# TrxR1 inh: inhibitors of rat thioredoxin reductase 1 | O89049 | recombinant rTrxR1, NADPH fluorescence consumption, selenite substrate | Potency, µM (doses to about 114 µM), for the others: at the highest dose activity change, negative = inhibition, hits mostly inhibitors | 390,000 compounds, 1% hits; note: potency is the fitted concentration of half-maximal effect; % is set by controls: 0 for no effect and ±100 for the full control effect; nearly all actives have a fitted effect of over 65% in size
#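 Rat TrxR1 (90 nM in the dispensed reagent) was pre-reduced with 400 uM NADPH for 5 min at room temperature, then incubated with compound for 15 min. After 400 uM selenite was added, NADPH fluorescence (Ex 340/Em 450 nm) was followed for 8 min.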
# IDH1 R132H inh: inhibitors of human mutant IDH1 R132H | O75874 | IDH1-R132H enzyme, NADPH consumption, diaphorase/resazurin fluorescence | Potency, µM (series often up to 76.6 µM), for the others: at the highest dose activity change, negative = inhibition, usual class: inhibitors | 390,000 compounds, 0.093% hits; note: potency is the fitted concentration of half-maximal effect; % is set by controls: 0 for no effect and ±100 for the full control effect; nearly all actives have a fitted effect of over 65% in size
#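 IDH1-R132H (0.5 ug/mL dispensed) in pH 7.5 Tris buffer was preincubated 30 min with compound, then given a substrate mix of 0.016 mM NADPH and 2 mM alpha-KG for 80 min at room temperature; remaining NADPH was read by diaphorase/resazurin fluorescence.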
# USP1-UAF1 inh: inhibitors of human USP1/UAF1 deubiquitinase | Potency, µM (highest dose often 57.1 µM), inactives show top-dose activity change, negative = inhibition, most hits filed as inhibitors | O94782 | 390,000 compounds, 0.23% hits | recombinant USP1/UAF1, Ub-Rhodamine cleavage fluorescence; note: potency is the fitted concentration of half-maximal effect; % is set by controls: 0 for no effect and ±100 for the full control effect; nearly all actives have a fitted effect of over 60% in size; inactives centre near -12
#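 In this screen, compounds sit with the deubiquitinase complex (1nM) for 15 min at room temperature before Ub-Rho is added at 150nM final. Fluorescence rise is then followed for 6 reads every 60 seconds.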
# HP1b binding inh: inhibitors of HP1-beta chromodomain binding to methylated histone tails; P83916; AlphaScreen HP1-beta / biotin-H3K9me3 peptide binding; Potency, µM (top dose mostly 114 µM), without a hit: at the top dose activity change, negative = inhibition, actives largely listed as inhibitors; 390,000 compounds, 0.56% hits; AID 540317; note: potency is the fitted concentration of half-maximal effect; nearly all actives have a fitted effect of over 70% in size; inactives centre near 23
#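 HP1-beta protein (50 nM final) preincubated 30 min at room temperature with biotinylated H3(1-18)K9me3 peptide (50 nM) in PBS pH 7.4, 0.01% Tween-20, then compound added for 30 min. AlphaScreen streptavidin donor/nickel chelate acceptor beads (10 ug/mL final), 30 min dark, luminescence read.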
# TrxR1 substrate: is turned over as a substrate by rat TrxR1 | AID 588456 | 390,000 compounds, 0.01% hits | O89049 | Potency, µM (titrated, usually from 114 µM), without a hit: top-dose activity change, negative = substrate turnover | purified TrxR1 substrate turnover, NADPH consumption readout; note: potency is the fitted concentration of half-maximal effect; % is set by controls: 0 for no effect and ±100 for the full control effect; nearly all actives have a fitted effect of over 50% in size
#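 Rat TrxR1, dispensed at 90 nM, was prereduced with 400 uM NADPH (final) for 5 min at ~22 deg C, then incubated with compound 15 min before 400 uM selenite. A first-read NADPH fluorescence drop versus no-compound background flagged substrates.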
# GLS inhibitor: blocks human kidney-isoform glutaminase activity; 410,000 compounds, 0.21% hits; O94925; Potency, µM (top dose mostly 45.5 µM), without a hit: top-dose activity change, negative = inhibition, hits mostly inhibitors; GLS enzymatic activity, qHTS titration; note: potency is the fitted concentration of half-maximal effect; % is set by controls: 0 for no effect and ±100 for the full control effect
#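 Assay buffer: 45 mM KH2PO4 pH 8.2, 0.02% Tween-20. hKGA acts on L-glutamine (1 mM solution added); product glutamate is reported by an oxidase/peroxidase Amplex Red coupling, with fluorescence taken at baseline and 30 min.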
# * = called active by the depositor; i = inactive; ? = inconclusive; nt = not tested or not shown; & = joins results of further samples; [ ] = another dose, or the depositor's remark. Unless noted, calls come from the whole dose curve; as a rule, active = well fitted curve in the direction sought with a large enough effect; inconclusive = small, poorly fitted or top-dose-only effect, or another doubt; inactive = no such curve, though single readings can be large; an effect the other way counts as inactive or inconclusive. A portion of the library. The share of hits here may be higher or lower than overall.
PGK inhibitor	PI4K2A inh	TrxR1 inh	TrxR1 substrate	GLS inhibitor	HP1b binding inh	USP1-UAF1 inh	Pin1 inh	IDH1 R132H inh	SMILES
-11%	5	-2%	-5%	-5%	11%	-5%	-5%	-8%	NC(=O)c1ncn([C@@H]2O[C@H](CNCc3cc(Cl)ccc3OCc3ccc(Cl)cc3)[C@@H](O)[C@H]2O)n1
-3%	-8	-8%	-4%[57.1 µM]	2%	?	-1%	2%	-1%	CN(C)c1ccc(C(=O)c2ccc(N(C)C)c(N)c2)cc1N
-5%	-2	7%	1%	7%	-10%	5%	-16%	2%	Cc1cccc(NC(=O)CCn2c(=O)oc3ccccc32)c1
i	0	2%	1%	-12%	-17%	-14%	1%	-5%	Cc1cc(C(=O)CN2C(=O)C(=O)N(C)C2=O)c(C)n1-c1cccc(S(=O)(=O)N2CCOCC2)c1
-3%	-1	-10%	-10%	-6%	60%[activator]	?	1%	12%	CCc1ccc(C2CC(=O)NC(SCC(=O)OC(C)C)=C2C#N)cc1 (centres undefined)
-3%	-5	3%[57.1 µM]	6%[57.1 µM]	-6%	14%	-6%	2%	-8%	CC(=O)NC1C(OCCOc2ccc(Cl)cc2Cl)OC(COC(C)=O)C(OC(C)=O)C1OC(C)=O (centres undefined)
-8%	-1	-5%	9%	-2%	18%	-6%	-1%	1%	CC(C)CCNC(=O)NC(=O)CSc1nnc2ccccn12
-5%	-2	19%	7%	-3%	24%	-19%	0%	1%	Cn1c(=O)c2[nH]c(N3CCN(c4cccc(O)c4)CC3)nc2n(C)c1=O
-7%	-3	?	1%	4%	20%	-11%	-1%	14%	Cc1csc(NC(=O)CSC2=NCCS2)n1
-10%	-5	-2%	-3%	5%	-7%	-6%	15%	10%	O=c1[nH]c(SCc2nc3ccccc3c(=O)n2-c2ccccc2C(F)(F)F)nc2ccccc12
-2%	-1	39%[activator]	8%	-5%	9%	-21%	-7%	-13%	COc1cc2nc(SCc3ccc(C)cc3)n3nc(CCn4nc(C)cc4C)nc3c2cc1OC
-4%	-10	22%	4%	9%	11%	-8%	3%	3%	CCCn1c(SCC(=O)Nc2nccs2)nnc1-c1cccnc1
-2%	0	1%	8%	-20%	6%	?	3%	1%	O=C(Nc1cccnc1)C1CCN(S(=O)(=O)c2cccc3nonc23)CC1
7%	-10	0%	-1%	-18%	10%	-19%	6%	0%	COc1ccc(-c2nc3c(c(SCC(=O)N4CCOCC4)n2)Cc2c(CO)cnc(C)c2O3)cc1
-1%	0	3%	-3%	-2%	22%	-18%	-1%	6%	CCCCOc1ccc(C(=O)O)cc1
-8%	3	8%	5%	10%	11%	-5%	-2%	5%	O=C(Nc1ncc2c(n1)-c1ccccc1CC2)c1cccc(Cl)c1
-11%	-4	0%	6%	-1%	17%	-21%	-6%	7%	CS(=O)(=O)N1N=C(c2cccs2)CC1c1ccc(Cl)o1 (centres undefined)
-1%	-1	-5%	4%[57.1 µM]	0%	32%	-13%	-1%	4%	COC(=O)c1ccc(CS(=O)(=O)c2ccc(C)cc2)cc1
i	2	-4%	2%	1%	25%	-25%	2%	2%	O=C(CNCC1CCCO1)Nc1ccc([N+](=O)[O-])cc1C(=O)Nc1ccccc1F (centres undefined)
i	-5	16%	-2%	20%	-11%	-18%	-2%	6%	OC(COc1ccc2c(c1)CCC2)CN1CCN(c2cccc(Cl)c2)CC1 (centres undefined)
1%	-1	10%	1%	-21%	6%	-12%	-7%	-5%	Nc1c(-c2ccc(F)cc2)cnc2ncnn12
-9%	-3	11%	5%	1%	23%	1%	2%	16%	COCCCNC(=O)c1cc(C)nc2ccc(F)cc12
6%	2	4%[57.1 µM]	-5%[57.1 µM]	2%	3%	?	9%	-12%	CC(C)(C)n1nc2c(c1NC(=O)COc1ccc(Cl)cc1)CS(=O)(=O)C2
-5%	0	-2%	4%	8%	6%	-3%	0%	4%	Cc1ccccc1P(=O)(CO)c1ccccc1C
12%	-7	-1%	-10%	-6%	14%	-17%	2%	16%	ON=C1CCN(c2ncc(C(F)(F)F)cc2Cl)CC1
nt	5	-14%	-14%	-2%	13%	-9%	-1%	nt	CCCCc1ccc(C(=O)N/C(=C\c2ccc(C)cc2)C(=O)NC2CCCCC2)cc1
-3%	-1	20%	2%	-5%	21%	-14%	-7%	-1%	CC(C)(C)c1nc(NCC2CCCO2)c2nnn(Cc3ccccc3)c2n1 (centres undefined)
-2%	1	24%[57.1 µM]	10%[57.1 µM]	-5%	4%	-12%	-8%	5%	N#Cc1c(-c2ccc(Cl)cc2)c(C#N)c(=O)n(N)c1N
i	4	6%[57.1 µM]	0%[57.1 µM]	5%	16%	0%	-10%	-3%	O=C(O)CSc1c(-c2ccccc2)[nH]c2ccccc12
-2%	-5	31%[57.1 µM]	17%[57.1 µM]	2%	4%	-15%	1%	12%	O=c1cc(-c2ccccc2)[nH]c2cc(Cl)ccc12

# Single records, from the list above. Screens in order: PGK inhibitor	PI4K2A inh	TrxR1 inh	TrxR1 substrate	GLS inhibitor	HP1b binding inh	USP1-UAF1 inh	Pin1 inh	IDH1 R132H inh
# Shown for Cc1ccccc1P(=O)(CO)c1ccccc1C = -5%	0	-2%	4%	8%	6%	-3%	0%	4%
# Shown for CC(C)(C)n1nc2c(c1NC(=O)COc1ccc(Cl)cc1)CS(=O)(=O)C2 = 6%	2	4%[57.1 µM]	-5%[57.1 µM]	2%	3%	?	9%	-12%

# Additional entries follow:
PGK inhibitor	PI4K2A inh	TrxR1 inh	TrxR1 substrate	GLS inhibitor	HP1b binding inh	USP1-UAF1 inh	Pin1 inh	IDH1 R132H inh	SMILES
-8%	-1	-3%	-5%	0%	23%	-17%	10%	3%	COc1ccccc1NS(=O)(=O)c1ccc2oc(SCc3ccc(C#N)cc3)nc2c1
i	-15	-18%	34%[activator]	-3%	32%[activator]	-6%	3%	-6%	CNC(=S)N(CCN(C)C)Cc1cc2cc3c(cc2[nH]c1=O)OCO3
-5%	-4	17%	10%	0%	26%	-15%	-11%	3%	NCCCCCc1nnc(SCc2cccc(Cl)c2)o1
i	2	7%[57.1 µM]	-7%[57.1 µM]	-4%	40%[activator]	-7%	6%	13%	O=C(c1ccccc1SCc1ccccc1)N1CCCCCC1
1%	6	10%	2%	-2%	2%	-27%	-2%	4%	C1=C(c2sc3ccccc3c2-c2ccc(OCCN3CCOCC3)cc2)CCCC1
-3%	5	14%[57.1 µM]	5%[57.1 µM]	3%	-5%	-14%	4%	-10%	CCc1ccc(NC(=O)CS(=O)CC(=O)N2CCN(c3ccccc3F)CC2)cc1 (centres undefined)
i	-2	0%[57.1 µM]	-5%[57.1 µM]	-7%	28%	-8%	12%	10%	CC(=O)NC(=S)Nc1ccc2oc(=O)ccc2c1
-2%	0	2%	-9%	-2%	25%	-8%	-7%	6%	COc1ccc(CCN(C)C(=O)c2cc(-c3ccccc3)nc3ccccc23)cc1OC
0%	0	13%[57.1 µM]	-3%[57.1 µM]	-13%	22%[57 µM]	-10%	-11%	-5%	CCOC(=O)c1ccc(NS(=O)(=O)c2cn(C)c(C)n2)cc1
-3%	2	15%[57.1 µM]	-3%	-7%	15%	-32%	-7%	-1%	Cc1cc(C(=O)C(C(c2ccccc2)N2CCOCC2)N2CCOCC2)ccc1Cl (centres undefined)
i	-2	13%	-6%	-9%	24%	5%	-12%	14%	CSCC(=O)N1CCCC(N2CCN(c3ccc(F)cc3)CC2)C1 (centres undefined)
-11%	-3	-8%[57.1 µM]	0%[57.1 µM]	-1%	8%	-17%	0%	4%	COc1cc2c(cc1OC)CN(CC(=O)Nc1ccccc1C(=O)NCc1ccccc1)CC2
3%	5	9%	2%	1%	35%	-11%	-3%	-1%	COc1cccc(C(=O)NCCCn2ccnc2)c1
-11%	-6	11%	-2%	1%	26%	?	-1%	3%	Cc1oc2ncn(CC(C)C)c(=O)c2c1C(=O)N(CCN(C)C)Cc1ccccc1
0%	3	20%[57.1 µM]	7%[57.1 µM]	0%	-5%	-19%	1%	-6%	COCCCN1C(=O)CS/C1=N\S(=O)(=O)c1ccccc1
-21%	1	5%[57.1 µM]	10%	3%	15%	-10%	0%	2%	Cc1ccc(N(C(=O)C2CCCC2)C2C=CS(=O)(=O)C2)cc1 (centres undefined)
-8%	1	-8%	-3%	9%	39%	2%	3%	2%	CCOc1ccc(-n2nnnc2-c2nc3ccccc3s2)cc1
-7%	0	15%	2%	-5%	31%	-16%	-6%	-3%	Cc1ccc(S(=O)(=O)NCCCN2CCCC2)cc1
-8%&-3%	3&2	-11%[57.1 µM]	-1%[57.1 µM]	8%&-4%	28%	-28%&-18%	5%	-1%&-15%	COc1cc(NC(=O)c2nccnc2N)cc(C(=O)Nc2cccc(C(F)(F)F)c2)c1
-5%	2	-17%[57.1 µM]	3%[57.1 µM]	-2%	17%	0%	?	3%	CCOC(=O)Cc1cnc(NC(=O)c2ccccc2)s1
4%	1	11%[57.1 µM]	4%[57.1 µM]	-1%	22%	?	9%	14%	CCC(C)(C)NC(=O)Cc1ccc(Cl)cc1
2%	-1	28%	8%	15%	27%	-3%	4%	5%	O=C(NC1CCCCC1)C(c1ccc(F)cc1)N(C(=O)Cc1ccsc1)c1ccc(F)cc1 (centres undefined)
